TNAP activation fold = human TNAP enzyme activators, primary screen, biochemical, luminescent, no phosphate acceptor, uHTS (AID 1001); activation fold at 20 µM, or EC50 in µM where a hit was titrated; 200,000 tested, 0.03% active; purified TNAP, luminescent activation assay, no phosphate acceptor; higher activation fold means a stronger effect; in the data active means activation fold from about 3, or a potency from the dose series; inactive means the rest, 99 in 100 with activation fold below about 1.6; further: many of its hits are not listed in these tables
Large T inhibition = SV40 large T antigen inhibitors, biochemical (AID 1903); SV40 large T antigen ATPase/helicase inhibition assay; higher % means a stronger effect; inhibition, % at 20 µM; hits with a dose series show IC50 in µM; 310,000 tested, 0.39% active; in the data active means a potency from the dose series; inconclusive means inhibition mostly from about 32% at the one dose, without a potency; inactive means the rest, 99 in 100 with inhibition below about 32%; further: strong numbers were not always called active
MgcRacGAP inhibition = MgcRacGAP GTPase-activating activity inhibitors, confirmation, biochemical, ADP Hunter fluorescence. MgcRacGAP-stimulated Rac1 GTP hydrolysis, ADP Hunter fluorescence; higher % means a stronger effect; GST-tagged Rac1 F28L mutant substrate. inhibition, % at 30 µM; hits with a dose series show IC50 in µM. 340,000 tested, 0.6% active;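 active means first-screen hits whose inhibition reached a set limit at any dose in the follow-up dose series; inconclusive means inhibition above the set first-screen limit but never retested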;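 further: fluorescence reports GDP produced by GAP-driven GTP hydrolysis; strong numbers were not always called active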
NTR1 ag = agonists of NTR1, primary screen, imaging, U2OS cells, beta-arrestin-GFP, high content (AID 493036). P30989. NTR1-U2OS beta-arrestin-GFP spot imaging, agonist mode. activation, % at 20 µM. 330,000 tested, 0.17% active;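 active means activation at or above 40% of the spot to cytoplasm intensity ratio, with at least 20 cells analyzed; inconclusive means wells under 20 cells, flagged as cytotoxic or low count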;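 further: 0% = DMSO without peptide and 100% = 100 nM NTR1 peptide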
Target sequence (P30989 whole entry, looked up): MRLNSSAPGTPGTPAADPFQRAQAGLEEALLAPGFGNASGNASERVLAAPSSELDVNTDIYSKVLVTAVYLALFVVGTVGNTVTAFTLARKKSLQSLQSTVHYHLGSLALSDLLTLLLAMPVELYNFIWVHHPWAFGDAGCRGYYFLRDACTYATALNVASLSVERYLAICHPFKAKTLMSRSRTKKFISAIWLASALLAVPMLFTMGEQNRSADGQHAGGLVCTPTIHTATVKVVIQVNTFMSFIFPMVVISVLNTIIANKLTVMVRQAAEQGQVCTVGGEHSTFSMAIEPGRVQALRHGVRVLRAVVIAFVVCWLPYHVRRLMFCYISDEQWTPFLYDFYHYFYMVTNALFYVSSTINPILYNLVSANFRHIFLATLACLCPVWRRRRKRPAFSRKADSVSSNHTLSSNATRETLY
K1F lysis inhibition = protection from phage-mediated lysis, alamar blue read-out – E. coli UTI89, K1F phage, bacterial capsule biogenesis inhibitors (AID 488966); 340,000 tested, 0.02% active; E. coli UTI89 K1F phage lysis, alamar blue, 2 h; higher % means a stronger effect; one-dose inhibition, % at 100 µM; IC50 in µM for titrated hits;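 active means phage lysis inhibition, versus mean bacterial control, above a set limit; inconclusive means no clear call, values can overlap the other calls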;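 further: capsule biogenesis inhibitors block K1F phage lysis so surviving cells raise fluorescence; higher fluorescence means more inhibition of phage lysis; actives were called in the ten point dose series up to 300 µM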
Myeloid diff 2 = myeloid differentiation induction | AID 624256 | 360,000 tested, 1% active | calls only at 10 µM | ER-HoxA9 myeloid progenitors, lysozyme-GFP differentiation, flow cytometry;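 active means normalized GFP-positive differentiation at or above the plate's own cutoff, the solvent-only control mean plus 3 SD; inconclusive means no clear call, values can overlap the other calls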;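 further: cells exposed to compound for four days before flow analysis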
PhoP inhibition = inhibitors of PhoP regulon expression, primary screen, Salmonella Typhimurium, GFP reporter (AID 1863) | S. Typhimurium PhoP-regulated promoter GFP reporter, 4 h; higher % means a stronger effect | inhibition, % at 50 µM; hits with a dose series show IC50 in µM | 300,000 tested, 0.16% active;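 active means inhibition over 29.93%, a cutoff 3 SD above the screen mean, later confirmed by dose response; inconclusive means inhibition over 29.93% but no dose response follow-up; inactive means inhibition at most 29.93% or unconfirmed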;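 further: 0% = low Mg2+ inducing control and 100% = high Mg2+ repressing control; strong numbers were not always called active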
RSV CPE inhibition = inhibition of RSV-induced cytopathic effect – HEp-2 cells, primary 10 µM value included (AID 2391). HEp-2 cells, RSV-induced CPE inhibition; higher % means a stronger effect. CPE inhibition, % at 10 µM; hits with a dose series show IC50 in µM. 310,000 tested, 0.13% active; in the data active means a potency from the dose series; inconclusive means CPE inhibition mostly from about 23% at the one dose, without a potency; inactive means the rest, 99 in 100 with CPE inhibition below about 21%; further: strong numbers were not always called active
T cell HTS = T cell immune modulators affecting CD8 T cell-vesicle binding | 2C CD8+ T cell-vesicle binding, flow cytometry; active compounds read low | calls only at 7 µM | 330,000 tested, 0.068% active;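 active means response, share of CD8 T cells binding vesicles, and their 90th percentile fluorescence all below set limits, cut at about 80% in these data, passing the limit was not always enough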
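Also added: QL9-peptide-loaded Drosophila micro-vesicles bearing Ld, ICAM-1 and B7-1; Test system: purified 2C TCR transgenic mouse naive CD8+ T cells; Measured by: cytometric PE anti-B7-1 and Alexa647 anti-CD8 signals after 1% paraformaldehyde fixation; Timing: binding step 1.5 h, 37 °C, antibody labelling 20 min, ice.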
T cell HTS vesicle-bound % = further read-out of T cell HTS, marked with its call; double positive events, %; measured here: CD8+ vesicle-bound cell fraction;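 binding gate set so that unloaded-vesicle control wells show 10% double positive cells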
NTR1 ag cell count 20 µM = further read-out of NTR1 ag, marked with its call; cell count; measured here: cell count, cytotoxicity flag
Myeloid diff 2 GFP+ MAC1+ % = second read-out of Myeloid diff 2, no call of its own (marks repeat the call); GFP+ MAC1+ double positive, %; measured here: differentiation confirmed by MAC1 staining
Numbers without * were called inactive; i = inactive; ? = inconclusive; / = not tested or not shown; [ ] = dose if it differs, or a comment. Compounds were not picked by outcome, and some 2.3% of all compounds hit somewhere here.

Results follow in this order: TNAP activation fold	Large T inhibition	MgcRacGAP inhibition	NTR1 ag	NTR1 ag cell count 20 µM	K1F lysis inhibition	Myeloid diff 2	Myeloid diff 2 GFP+ MAC1+ %	PhoP inhibition	RSV CPE inhibition	T cell HTS	T cell HTS vesicle-bound %
CC1CCCCC12NC(=O)N(CC(=O)NCc1ccco1)C2=O (stereo not given)
  /	/	3%	0.6	56	1.1%[50 µM]	i	0.8	/	0.3%	i	18
Cc1ccc(Cl)c(OCC(=O)NN2CCN(C)CC2)c1
  /	9%	9%	0.5	67	-0.5%	i	0.3	-5%	0.5%	i	36
O=C(CCN1CCN(CCO)CC1)Nc1ccc(F)c(F)c1
  1.2	5%	3%	-2.7	92	-2.2%	i	0.6	-14%	0.0%	i	24
O=C(COC(=O)c1ccco1)Nc1nnc(-c2ccccc2)o1
  /	-1%	-1%	-0.1	52	0.0%[50 µM]	i	1.9	-12%	-0.5%	i	61
C/C(N)=C(/C#N)C(=O)COC(=O)CC1CCCC1
  1.1	/	7%	-0.3	47	0.4%	i	0.9	/	0.9%	i	58
O=C(O)C(=O)/C(=C\c1ccc(Cl)cc1)c1ccc2ccccc2n1
  1.1	2%	5%	0.1	52	0.4%	i	0.4	-12%	3.3%	i	62
Cc1c(CCOC(=O)c2cc([N+](=O)[O-])cc([N+](=O)[O-])c2)sc[n+]1CCCCS(=O)(=O)[O-]
  1	9%	7%	-0.9	43	0.0%	i	0.6	1%	3.7%	i	28
CCc1cccc(C)c1NC(=O)CN(C)Cc1ccc(Br)cc1
  1.1	9%	-6%	0.4	48	0.4%	i	0.5	-8%	3.3%	i	62
COc1cc(C(=O)OC(C)C(=O)NC(=O)NC2CCCCC2)ccc1OC(F)F (stereo not given)
  /	/	4%	6.5	82	-0.4%[50 µM]	i	0.4	/	1.3%	i	27
Cc1cc(=O)oc2cc(N3C(=O)CC(Cc4ccccc4)C3=O)ccc12 (stereo not given)
  1.1	-1%	2%	-0.5	62	0.2%	i	0.4	6%	-1.2%	i	47
O=C(O)C1(c2ccccc2)CCN(S(=O)(=O)c2ccc(Br)cc2)CC1
  /	8%	6%	3.1	63	0.2%	i	0.3	6%	1.0%	i	53
O=C(Nc1cc(Cl)ccc1C(=O)O)c1ccc(CN2C(=O)c3ccccc3C2=O)cc1
  /	11%	17%	/	/	-0.4%	i	0.4	-6%	1.0%	i	60
NS(=O)(=O)c1cccc(NC(=O)c2cccc(-c3ccc(O)cc3)c2)c1
  /	9%	12%	-0.8	55	-0.3%	i	5.7	4%	4.8%	i	35
O=C(CCN1C(=O)C2C3C=CC(C3)C2C1=O)Nc1ccccc1 (stereo not given)
  1.1	10%	3%	1.9	77	0.2%	i	0.4	6%	2.3%	i	61
O=C(NCc1nnc(SCC(=O)N2CCCC2)o1)c1ccc(F)cc1
  /	1%	6%	1.2	56	1.0%[50 µM]	i	0.0	-1%	-0.1%	i	34
CCN(C(=O)COC(=O)c1ccc(Cl)cc1N)C1CCCCC1
  1.1	7%	-6%	0.4	46	0.1%	i	0.4	9%	10%	i	53
CCOC(=O)N1CCC(NC(=O)c2ccc3c(c2)ncn3C2CCCC2)CC1
  1	-1%	3%	-0.9	36	0.3%	i	8.6	-13%	1.6%	i	48
COc1ccc(Br)cc1C(=O)Nc1cc(C)cc(C)c1
  1.2	5%	5%	0.0	60	0.5%	i	0.3	-7%	3.3%	i	57
CC(=O)c1nn(-c2cccc(C(F)(F)F)c2)c(=O)[nH]c1=O
  /	7%	11%	-0.7	99	0.1%	i	0.7	-4%	5.5%	i	59
CN1CCN(C(=O)c2ccccc2NC(=O)c2sc3ccccc3c2Cl)CC1
  /	11%	7%	-0.2	76	2.5%	i	0.9	2%	0.8%	i	60
O=C(CNCc1cccs1)Nc1ccc(OC(F)(F)F)cc1
  /	3%	/	-1.0	49	0.1%	i	0.3	6%	-0.6%	i	25
CCOc1cc(NC(=S)NCc2ccccc2)c(OCC)cc1NC(=O)C(C)C
  /	-1%	10%	0.1	49	0.1%	i	0.5	2%	1.5%	i	44
Cc1ccccc1/C=C1\CCCc2ccccc2C1=O
  1	-1%	7%	2.0	90	1.1%	i	0.5	-3%	2.4%	i	6
CCOC(=O)c1sc(-c2ccccc2)nc1C
  1.1	1%	3%	2.8	48	-0.1%	i	0.3	0%	3.1%	i	46
O=C(Nc1ccc(SC(F)F)cc1)c1ccccc1F
  1.1	-5%	-4%	-0.8	31	-0.6%	i	0.3	-1%	40%	i	26
Cc1ccc(O)c(CNc2cnc3ccccc3c2)c1
  /	10%	-8%	2.1	57	0.0%	i	0.6	0%	7.1%	i	60
OCC[C@@H]1C[C@@H](O)[C@H](O)[C@]2(CCCc3ccccc3O2)O1
  /	24%	7%	-2.8	88	0.4%	i	1.9	-3%	0.8%	i	40
C/C(=N/NC(=O)c1cccs1)c1ccc(N2CCOCC2)cc1
  1.1	14%	3%	0.4	40	1.4%[50 µM]	i	0.4	-7%	3.3%	i	20
C=C(C)Cn1c(SCC(=O)O)nnc1-c1ccccc1
  1.1	16%	8%	-1.3	67	1.7%	i	0.5	7%	0.5%	i	18
Cc1nn(-c2ccccc2)c2sc(C(=O)OCc3nnc(-c4ccccc4)o3)cc12
  1	1%	2%	2.1	43	-2.5%	i	1.2	-7%	-0.5%	i	35
CCOC(=O)CN(C(=O)Cn1nnc2ccccc21)C(C(=O)NCCOC)c1ccccc1 (stereo not given)
  1.1	2%	1%	1.7	62	-0.7%	i	0.8	2%	0.2%	i	32
O=C(Cn1nc(-c2ccccc2)ccc1=O)N1CCOCC1
  /	/	7%	-3.9	60	0.3%	i	2.0	/	3.4%	i	27
CCOc1cc(CNCCSc2nnnn2C)cc(Br)c1OCc1ccccc1F
  1.1	26%	1%	4.8	44	4.1%	i	2.1	-12%	2.2%	i	44
COC(=O)c1[nH]c2ccc(C)cc2c1NC(=O)c1ccccc1[N+](=O)[O-]
  1.1	7%	9%	0.1	72	1.1%[50 µM]	i	0.1	-10%	0.6%	i	38
COc1c2ccc(C(=O)NCc3cc(C(F)(F)F)cc(C(F)(F)F)c3)cc2nn1C
  1	6%	14%	1.9	40	0.7%	i	1.6	-5%	-1.8%	/	/
COCCn1nnnc1C(C(C)C)N1CCC(Cc2ccccc2)CC1 (stereo not given)
  1.1	14%	16%	0.7	58	-0.2%	i	4.4	3%	3.6%	i	15
CC(C)CCNC(=O)Cc1c(C(=O)O)[nH]c2ccc(Cl)cc12
  1.1	20%	6%	-1.4	41	0.1%	i	1.0	-15%	1.2%	i	30
CCCc1cc(NCc2ccccn2)n2c(nc3ccccc32)c1C#N
  1.3	3%	8%	3.3	65	0.6%	?	/	7%	-0.3%	i	22
Cc1cc(NS(=O)(=O)c2ccc(NC(=O)Nc3ccccc3)cc2)no1
  1.1	12%	6%	3.1	88	0.0%	i	0.8	-11%	0.7%	i	38
COc1cc2c(cc1OC)-c1cc(N3CCCCCC3)nc(=O)n1CC2
  1	13%	9%	-0.8	52	-0.1%	i	5.3	-1%	3.7%	i	30
O=C(O)c1ccc(CSc2n[nH]c(-c3ccco3)n2)cc1
  1	6%	10%	-4.0	99	0.5%	i	0.5	-6%	0.1%	i	35
Clc1ccc(CSc2nnc(-c3ccncc3)o2)c(Cl)c1
  1.1	3%	1%	5.5	84	0.2%	i	1.5	-3%	3.7%	i	29
CCc1ccc(-c2nn(-c3ccccc3C)cc2C(=O)N2CCN(C3CCS(=O)(=O)C3)CC2)cc1 (stereo not given)
  /	/	7%	4.0	60	0.7%[50 µM]	i	0.4	/	1.3%	i	51
Cc1cnc2ncc3sccc3c2c1
  1.1	0%	0%	1.0	69	0.1%	i	0.0	-8%	1.8%	i	58
O=C1[C@@H]2[C@@H]3C[C@@H]([C@H]4ON=C(c5ccc(Cl)cc5)[C@@H]34)[C@@H]2C(=O)N1C1CCCCC1
  1	7%	5%	6.4	44	6.7%	i	0.5	-1%	13%	i	44
COc1cccc(Nc2ncnc3ccccc23)c1
  1.1	-1%	5%	1.9	57	0.2%	i	3.8	-1%	2.3%	i	53
CS(=O)(=O)N1CCC(C(=O)Nc2cc(Cl)ccc2Cl)CC1
  1	8%	10%	-2.2	43	-0.7%	i	1.3	6%	-0.5%	i	56
CN(C(=O)c1cccc(NC(=O)Cc2ccc([N+](=O)[O-])cc2)c1)C1CCC1
  /	/	5%	-0.9	54	-0.4%	i	1.9	/	/	i	14
Nc1cccc(-n2cccc2)c1
  1.1	24%	4%	-1.1	27	0.4%	i	0.3	-4%	0.0%	i	34

Bioassay records as filed in PubChem.
